# Source: PubChem (several laboratories)
# PLC-beta3 inh: human PLC-beta3 inhibitors, primary screen, biochemical, fluorescence. 1-phosphatidylinositol 4,5-bisphosphate phosphodiesterase beta-3 (Homo sapiens), Q01970. AID 720704, 2013. inhibition, % at 12.2 µM. Purified PLC-beta3, fluorogenic substrate. 0.18% of 370,000 active; in the data active = inhibition above about 11%;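 note: 0% = median of compound wells on plate and 100% = full blocker control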
# HGIII-sPLA2 inh: human group III sPLA2 inhibitors, primary screen, biochemical, QFRET, BODIPY PC-A2 liposome substrate; QFRET BODIPY PC-A2 liposome hydrolysis, fluorescence; inhibition, % at 12.2 µM; 0.56% of 370,000 active; AID 743126, 2013;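 active = inhibition above mean plus 3 SD of compounds lying within the high and low control bounds, cut at about 19% in these data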;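 note: 0% = median of test compound wells and 100% = no enzyme DMSO wells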
# ARFGAP1 inhibitor: inhibitors of rat ARFGAP1 GAP activity, primary screen, biochemical, fluorescence polarization, GDP tracer; ADP-ribosylation factor GTPase-activating protein 1 (Rattus norvegicus), Q62848; Arfgap1-stimulated ARF1 GTP hydrolysis, GDP FP detection; inhibition, % at 16.5 µM; 0.26% of 360,000 active;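 active = inhibition above a per-plate limit, mean inhibition of low control wells plus 3 SD, cut at about 25% in these data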;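 note: 0% = DMSO wells with enzyme and 100% = wells lacking Arfgap1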
# Target sequence (Q62848 1-136 limits assumed): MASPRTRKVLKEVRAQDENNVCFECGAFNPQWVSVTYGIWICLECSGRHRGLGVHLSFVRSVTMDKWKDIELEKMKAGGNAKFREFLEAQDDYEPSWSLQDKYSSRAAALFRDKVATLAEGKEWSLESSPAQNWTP
#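 Material: truncated rat Arfgap1 GAP domain; Incubation: compound-enzyme preincubation 20 min, reaction 120 min, detection 60 min, 25 °C; Read-out: percent inhibition of Arfgap1-stimulated GTP hydrolysis; Technique: FP, GDP Alexa 633 tracer displaced from anti-GDP antibody, 620/688 nm; Controls: No-Arfgap1 wells (100%) versus DMSO full-reaction wells (0%); Replication: single well per compound.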
# UHRF1 MBD2 ctr: UHRF1 methylated DNA binding inhibitors, primary screen, counter-screen for MBD2 inhibitor project, biochemical, TR-FRET, human UHRF1, single concentration; 0.75% of 370,000 active; UHRF1 binding to methylated oligo; inhibition, % at 4.4 µM; E3 ubiquitin-protein ligase UHRF1 (Homo sapiens), Q96T88; in the data active = inhibition above about 21%;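 note: UHRF1 SRA domain binding a hemimethylated CpG hairpin DNA probe; 0% = median of test compound wells and 100% = reference inhibitor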
# Target sequence (Q96T88 whole entry, looked up, the tested form may be a part): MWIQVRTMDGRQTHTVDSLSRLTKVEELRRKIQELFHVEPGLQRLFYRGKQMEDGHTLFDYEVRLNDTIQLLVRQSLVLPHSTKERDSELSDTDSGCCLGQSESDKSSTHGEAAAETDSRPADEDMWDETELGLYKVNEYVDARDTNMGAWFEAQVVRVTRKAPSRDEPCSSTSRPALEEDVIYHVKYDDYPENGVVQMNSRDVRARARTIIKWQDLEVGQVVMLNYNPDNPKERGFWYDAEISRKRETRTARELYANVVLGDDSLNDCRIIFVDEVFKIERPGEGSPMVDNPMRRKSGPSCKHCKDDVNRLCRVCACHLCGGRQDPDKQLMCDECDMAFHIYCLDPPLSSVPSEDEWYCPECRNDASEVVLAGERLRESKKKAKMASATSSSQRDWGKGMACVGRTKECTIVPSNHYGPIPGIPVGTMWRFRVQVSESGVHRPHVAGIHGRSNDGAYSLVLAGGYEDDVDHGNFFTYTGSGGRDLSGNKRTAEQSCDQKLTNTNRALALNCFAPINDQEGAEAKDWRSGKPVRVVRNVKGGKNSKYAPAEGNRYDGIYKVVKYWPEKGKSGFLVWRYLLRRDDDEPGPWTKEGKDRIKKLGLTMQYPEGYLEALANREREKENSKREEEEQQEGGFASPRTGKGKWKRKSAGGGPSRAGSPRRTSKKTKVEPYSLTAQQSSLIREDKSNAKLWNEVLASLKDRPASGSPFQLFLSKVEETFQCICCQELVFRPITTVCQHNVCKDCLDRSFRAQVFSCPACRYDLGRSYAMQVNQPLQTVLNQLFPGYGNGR
# Rev-erbA mod: modulators of Rev-erb alpha DNA binding, primary screen, biochemical, FITC-DNA, fluorescence polarization, uHTS; Rev-erbα–FITC-DNA binding, 90 min; 0.79% of 370,000 active; activity, % at 10 µM; Nuclear receptor subfamily 1 group D member 1 (Homo sapiens), P20393;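 active = activity above about 14%, limit read from the data; passing the limit was not always enough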;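 note: 0% = DMSO wells with 35 nM protein and 100% = DMSO wells with 750 nM protein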
# PLCg1 inh: PLC-gamma1 enzyme inhibitors, primary screen, biochemical, fluorescence, purified enzyme; 1-phosphatidylinositol 4,5-bisphosphate phosphodiesterase gamma-1 (Homo sapiens), P19174; inhibition, % at 12.2 µM; 0.84% of 370,000 active; fluorogenic substrate; AID 720700, 2013; in the data active = inhibition above about 9.5%
# Tn6 DDE FP: inhibitors of Tn6 peptide binding to fibrin DD(E), primary screen, biochemical, fluorescence polarization, human fibrin, Tn6 probe | AID 720509, 2013 | 0.21% of 370,000 active | inhibition, % at 8.3 µM | Fibrinogen beta chain (Homo sapiens), P02675 | Fibrin DD(E) TRITC-Tn6 fluorescence polarization displacement;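 active = inhibition above a per-campaign cutoff: mean of compounds within control limits plus 3 SD, cut at about 15% in these data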;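 note: 0% = median of all compound wells on the plate and 100% = blocking peptide control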
# proKLK7 act: proKLK7 zymogen activators, primary screen, biochemical, fluorescence intensity; Kallikrein-7 (Homo sapiens), P49862; purified proKLK7, EDANS-DABCYL substrate fluorescence; 100% is mature enzyme control, 0% vehicle; activation, % at 7 µM; 0.9% of 370,000 active;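 active = activation above the mean of all tested compounds plus 3 SD, computed per campaign excluding outliers beyond control limits, cut at about 13% in these data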
# DDE Tn7 FP inh: inhibitors of Tn7 peptide binding to fibrin DD(E), primary screen, biochemical, fluorescence polarization, human fibrin, Tn7 probe. inhibition, % at 8.3 µM. 0.13% of 370,000 active. FP displacement of FITC-Tn7 peptide from fibrin DD(E); 0% = median of compound wells per plate;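 active = inhibition above the mean of compounds falling within the control limits plus 3 SD of them, cut at about 14% in these data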;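 note: 0% = plate median of compound wells and 100% = 10 µM Aha-Tn7 peptide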
#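 Assay system: Human fibrin DD(E) protein | Medium: Tris buffer with calcium and detergent, pH 7.8 | Reagent: 0.1 µM fluorescent Tn7 | Compound dosing: Single point at 8.3 µM | Times: 10 min preincubation, 3 h with tracer, room temperature | Detection: Fluorescence polarization of the labelled Tn7 tracer | Controls: Aha-Tn7 high control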
# ASAP1 GAP inh: inhibitors of human ASAP1 ArfGAP activity, primary screen, biochemical, fluorescence polarization; ASAP1-stimulated ARF1 GTP hydrolysis, GDP FP detection; inhibition, % at 16.5 µM; 0.19% of 360,000 active; Arf-GAP with SH3 domain, ANK repeat and PH domain-containing protein 1 (Homo sapiens), …; in the data active = inhibition above about 25%;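 note: 0% = vehicle with enzyme and substrate and 100% = no enzyme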
# * marks the source's active call; other numbers are inactive results; . = not tested or not shown.
SMILES,PLC-beta3 inh,HGIII-sPLA2 inh,ARFGAP1 inhibitor,UHRF1 MBD2 ctr,Rev-erbA mod,PLCg1 inh,Tn6 DDE FP,proKLK7 act,DDE Tn7 FP inh,ASAP1 GAP inh
CCSc1nnc(NC(=O)CCc2ccc(OC)cc2)s1,7.2,-10.2,-10.2,-0.4,4.0,6.3,1.0,0.2,-1.6,1.0
O=C(CCC(=O)N1CCN(C2CCCCC2)CC1)Nc1nnc(C(F)(F)F)s1,-1.2,2.9,-4.7,4.7,-5.3,-1.2,0.7,-1.3,1.2,4.0
CCOc1ccc(C(C(=O)NCC2CCCO2)N(Cc2cccs2)C(=O)c2snc(C(N)=O)c2N)cc1 (stereo not drawn),-9.7,5.7,9.5,-2.5,-2.2,0.7,0.9,0.7,3.8,6.0
COc1ccccc1NS(=O)(=O)c1ccc(Cl)c(NC(=O)c2sc3cc(Cl)ccc3c2Cl)c1,-8.7,4.4,-2.6,-0.4,-2.8,0.3,-1.9,-0.8,2.2,-4.1
COc1cccc(/C=N/NC(=O)CO/N=C(\C)c2cccs2)c1OC,-20.8,-4.7,10.3,-5.1,-5.4,-22.4,3.6,-0.7,-3.2,-11.4
CCN(CC(=O)Nc1cc(Cl)ccc1C)C(=O)CSCc1ccccc1,2.6,-8.1,-4.8,1.0,-0.7,-0.1,11.7,-0.1,-4.5,12.6
O=c1[nH]cnc2sc3c(c12)CCCCC3,-19.8,13.4,15.2,2.8,-1.0,-6.2,6.3,-0.2,2.0,-2.8
O=C1CC(N2CCN(c3ccccn3)CC2)C(=O)N1CC(c1ccccc1)c1ccccc1 (stereo not drawn),0.7,-20.8,0.8,-0.2,-0.1,1.2,11.1,0.4,-1.4,-6.6
Cc1ccc2oc(=O)c3cnn(CC(=O)NC4CCCCC4C)c3c2c1 (stereo not drawn),1.8,-0.4,13.3,0.2,-5.9,2.6,-4.6,0.0,-2.4,-4.8
C=CCOc1ccccc1CN1CCC(Oc2ccc(C(=O)N3CCCC3)cc2)CC1,-3.1,-0.9,-0.9,0.9,-2.8,1.1,2.7,0.6,-1.7,-6.3
CC(C)(C)n1nc2c(c1NC(=O)c1cccs1)CS(=O)C2 (stereo not drawn),0.0,-5.0,-2.0,-4.9,-0.9,0.1,0.3,-0.3,-4.5,3.4
Brc1ccc(-c2csc(NC3=NCCCCC3)n2)cc1,1.8,4.2,-8.0,1.8,0.0,2.8,-7.4,0.1,1.3,-7.6
N#CCCn1ccc(NC(=O)c2ccc(Cl)cc2)n1,0.3,0.3,10.2,-0.1,0.4,2.9,-3.3,0.1,-3.8,-4.1
Cc1ccccc1NC(=O)C[C@H]1CC[C@H]2[C@@H](COc3ccc(NC(=O)Nc4ccccc4)cc3C(=O)N2C)O1,2.2,-17.8,.,4.8,4.7,4.5,-4.0,0.3,-0.2,.
O=C(Nc1cccc(-c2nnco2)c1)c1cccs1,-5.5,2.6,-5.1,-0.1,-4.1,-0.5,-1.0,0.4,4.1,5.8
Oc1ccc(Br)cc1-c1ccn[nH]1,1.1,-28.3,4.9,0.1,-4.8,-0.4,1.4,0.4,-8.7,1.3
CCCCNC(=O)CCCCCNS(=O)(=O)c1ccc(OC)cc1,-1.0,0.2,1.4,15.0,-5.7,2.7,2.1,0.2,4.8,10.6
Clc1cccc(Cc2c(-c3ccccc3)nc3c4ccccc4ccn23)c1,-17.1,-10.5,-3.7,8.9,2.0,-12.5,-7.5,-2.5,-5.2,-0.1
CCN(CC)S(=O)(=O)c1ccc(N2CCOCC2)c(NC(=O)c2ccc3ccccc3c2)c1,-1.2,-11.7,2.1,-4.4,15.7,2.1,-2.0,-0.5,4.4,7.4
O=C1C(=Cc2ccco2)CCCC1=Cc1ccco1,-51.8,-4.1,2.6,52.2*,-10.4,-33.0,-1.2,0.1,-8.4,8.9
O=C(CSc1nnc(COc2ccc(Br)cc2)o1)NC1CCCCC1,-0.8,-0.9,5.4,-0.2,-3.1,-3.3,5.2,0.7,3.9,-17.3
COc1ccc(N/C=C2/CCCCC2=O)cc1,-2.2,-8.5,-7.5,-0.8,-7.9,-4.2,-1.6,-0.1,-4.8,6.5
Cn1c(C(O)c2ccc(Cl)cc2)nc(Cl)c1Cl (stereo not drawn),1.7,0.8,-1.9,-2.7,2.5,11.1*,1.0,0.3,-4.3,2.0
Cn1nccc1C(=O)N/N=C/c1cccnc1,-4.0,-2.3,0.8,-0.3,4.2,-0.4,-6.6,-0.1,1.3,7.2
O=C(Nc1ccccc1Cl)c1cc(C2CCCN(C(=O)OCCF)C2)on1 (stereo not drawn),0.2,-0.7,3.7,3.6,-1.5,-0.2,2.3,0.0,12.5,-12.1
COc1ccc(/C=N/Nc2ccc(C(F)(F)F)cc2[N+](=O)[O-])cc1,-1.7,2.6,-3.3,0.3,0.6,1.1,3.3,-0.5,-0.5,7.4
CCCNc1c(NS(=O)(=O)c2ccc(C(C)(C)C)cc2)c(=O)oc2ccccc12,-21.2,-13.8,10.6,1.9,-2.2,-9.3,5.0,-0.1,0.2,-14.9
O=c1onc(-c2ccccc2Cl)n1-c1ccccc1Cl,-4.7,-10.4,-14.1,-2.5,-4.7,1.9,-4.9,-0.3,2.9,-5.0
COCCCNCC(=O)Nc1sc(C)c(C)c1C(=O)OC,-2.8,0.1,1.3,-3.0,0.8,2.6,-4.5,0.7,-1.2,5.3
O=C(CCCCC(=O)NC1CCCC1)NC1CCCC1,-2.5,12.3,3.9,5.0,2.0,-0.4,7.2,-0.8,1.1,11.0
COC(=O)[C@]12C[C@H](CC(=O)N3CCC(c4ccccc4)CC3)C(=O)N(CCc3ccc(OC)c(OC)c3)C1=C[C@H](C1CCCC1)O[C@@H]2C,-1.2,-4.3,.,3.7,-6.1,0.0,2.4,1.0,-4.8,.
O=C(CSc1ncn[nH]1)NN(c1ccccc1)c1ccccc1,0.1,-16.4,4.8,2.5,-1.4,-0.1,-1.5,-0.2,-0.4,10.8
CCOc1cccc(C(=O)Nc2cccc(-c3nnc(-c4ccc(C)cc4)o3)c2)c1,-5.7,2.4,2.8,2.9,1.4,-2.7,-4.0,0.0,-1.4,5.4
O=[N+]([O-])c1ccc2c(c1)nc1n2CCN(C2CCCCC2)C1,-5.8,3.7,-9.7,-0.6,-2.6,-0.7,-1.8,0.4,4.5,-14.1
O=c1cc(CN2CCN(c3ccccn3)CC2)nc2sccn12,-2.0,-1.6,-6.4,-0.5,-1.5,-0.5,3.9,0.3,1.6,5.3
CCc1cc(=O)oc2cc(OCC=C(C)C)ccc12,-18.6,5.2,-9.0,2.4,-1.0,-11.4,3.4,-0.2,-0.1,-3.5
COc1cccc(Nc2nc(C)cc(C)c2C(N)=O)c1,-1.8,2.3,5.6,-3.0,-2.3,-0.1,-1.8,0.1,3.5,-1.4
CCc1cc2c(-c3ccccc3)cc(=O)oc2cc1OCC(C)=O,-30.0,0.4,11.0,0.6,1.3,-14.2,-4.6,0.0,4.7,14.7
O=C(c1cccn(Cc2ccc(C(F)(F)F)cc2)c1=O)N1CCOCC1,-0.3,1.5,1.6,-2.7,2.2,0.9,2.9,-0.2,3.0,-14.3
COc1ccc(-c2nn(-c3ccccc3)cc2C(N)=O)cc1OC,-8.9,-6.0,-4.2,-0.5,-1.5,-2.5,1.2,0.1,-7.3,3.0
Nc1nnc(CCOc2ccccc2Cl)s1,-3.0,-2.7,13.2,3.1,-2.2,-1.1,-2.8,-0.2,3.9,10.6

# Nothing new here: 8 of the compounds above.
SMILES,PLC-beta3 inh,HGIII-sPLA2 inh,ARFGAP1 inhibitor,UHRF1 MBD2 ctr,Rev-erbA mod,PLCg1 inh,Tn6 DDE FP,proKLK7 act,DDE Tn7 FP inh,ASAP1 GAP inh
COC(=O)[C@]12C[C@H](CC(=O)N3CCC(c4ccccc4)CC3)C(=O)N(CCc3ccc(OC)c(OC)c3)C1=C[C@H](C1CCCC1)O[C@@H]2C,-1.2,-4.3,.,3.7,-6.1,0.0,2.4,1.0,-4.8,.
O=C(CSc1ncn[nH]1)NN(c1ccccc1)c1ccccc1,0.1,-16.4,4.8,2.5,-1.4,-0.1,-1.5,-0.2,-0.4,10.8
CCOc1cccc(C(=O)Nc2cccc(-c3nnc(-c4ccc(C)cc4)o3)c2)c1,-5.7,2.4,2.8,2.9,1.4,-2.7,-4.0,0.0,-1.4,5.4
O=[N+]([O-])c1ccc2c(c1)nc1n2CCN(C2CCCCC2)C1,-5.8,3.7,-9.7,-0.6,-2.6,-0.7,-1.8,0.4,4.5,-14.1
O=c1cc(CN2CCN(c3ccccn3)CC2)nc2sccn12,-2.0,-1.6,-6.4,-0.5,-1.5,-0.5,3.9,0.3,1.6,5.3
CCc1cc(=O)oc2cc(OCC=C(C)C)ccc12,-18.6,5.2,-9.0,2.4,-1.0,-11.4,3.4,-0.2,-0.1,-3.5
COc1cccc(Nc2nc(C)cc(C)c2C(N)=O)c1,-1.8,2.3,5.6,-3.0,-2.3,-0.1,-1.8,0.1,3.5,-1.4
CCc1cc2c(-c3ccccc3)cc(=O)oc2cc1OCC(C)=O,-30.0,0.4,11.0,0.6,1.3,-14.2,-4.6,0.0,4.7,14.7
